CRE-bla Fsk – alters forskolin-stimulated CRE reporter signaling in CHO cells; CHO CRE-bla reporter (cAMP response element driving beta-lactamase), forskolin EC10, beta-lactamase ratio; Potency, µM (titrated, usually from 38.2 µM), inactives show top-dose activity change, negative = inhibition, actives largely listed as activators; hit rate 2.5% among 71,000; AID 662; active means well fitted activation curve with a large enough effect in the signal ratio, with a control signal flat, not every such curve was filed as active; inconclusive means small, poorly fitted or top-dose-only effect, or effect the other way, or a change in a side signal; the % refers to the signal ratio; further: potency means the concentration at half of the fitted maximal effect; % of control where 0% means no effect
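CRE-bla CHO reporter cells treated with compound titration plus EC10 NKH 477 (water-soluble forskolin), incubated 3 h at 37 °C; CCF4 loading 2 h at room temperature, 460/530 nm emission ratio read, AC50 values derived for positive or negative modulators.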
Casp7 inh – blocks human caspase-7 allosterically or competitively. Potency, µM (highest dose often 57.5 µM), without a hit: at the top dose activity change, negative = inhibition, most hits filed as inhibitors. hit rate 0.02% among 75,000. recombinant caspase-7, Ac-DEVD-AFC fluorescence rate. P55210; active means well fitted inhibition curve with a large enough effect in the main read-out, with a control signal flat, not every such curve was filed as active; inconclusive means small, poorly fitted or top-dose-only effect, or a change in a side signal; further: potency means the concentration at half of the fitted maximal effect; % of control where 0% means no effect
HEK293 cAMP cs – parental HEK293 cAMP activation (counter-screen); parental HEK293 CNG cAMP sensor, membrane potential fluorescence; Potency, µM (doses to about 57.1 µM), for inactives: at the top dose activation, most hits filed as activators; hit rate 2.5% among 73,000; AID 938; further: potency means the concentration at half of the fitted maximal effect; % of control where 0% means no effect; nearly all actives have a fitted effect of over 55% in size
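Parental HEK 293 cells stably expressing a modified CNG channel (no TSHR) report cAMP rise as membrane depolarization. Membrane potential dye with 100 uM RO 20-1724 was loaded for 60 min at room temperature, then compound added for 30 min; fluorescence read at 590 nm.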
Caspase-1 inhib – blocks human caspase-1 allosterically or competitively; P29466; Caspase-1 enzyme, Ac-WEHD-AFC fluorogenic rate; Potency, µM (titrated, usually from 57.5 µM), for the others: top-dose activity change, negative = inhibition, actives largely listed as inhibitors; hit rate 0.03% among 75,000; AID 900;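 further: potency means the concentration at half of the fitted maximal effect; plate controls were vehicle for no effect and no substrate for full effect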
Target sequence (P29466 120-297 limits assumed): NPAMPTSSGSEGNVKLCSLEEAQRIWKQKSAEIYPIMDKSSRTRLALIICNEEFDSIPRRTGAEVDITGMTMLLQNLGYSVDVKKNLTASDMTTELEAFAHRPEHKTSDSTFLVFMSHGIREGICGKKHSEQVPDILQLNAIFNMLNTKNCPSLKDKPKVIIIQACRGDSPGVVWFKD
Target sequence (P29466 317-404 limits assumed): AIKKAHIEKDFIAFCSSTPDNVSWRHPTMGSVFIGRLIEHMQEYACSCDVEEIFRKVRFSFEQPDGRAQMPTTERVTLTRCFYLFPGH
FLuc inh – firefly luciferase inhibition. hit rate 2.2% among 72,000. Potency, µM (top dose mostly 57.1 µM), without a hit: at the top dose activity change, negative = inhibition, usual class: inhibitors. purified firefly luciferase, luminescence, 8 min. AID 411. P08659; further: potency means the concentration at half of the fitted maximal effect; on the % scale 0 is the no-effect control and ±100 the full control effect; nearly all actives have a fitted effect of over 40% in size
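Firefly luciferase (PKLight detection mix) with 10 uM ATP in pH 7.2 imidazole buffer (KCl, MgCl2, Tween 20, BSA). Compounds tested across a concentration series (qHTS). Luminescence read after 8 min at ambient temperature.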
Tau filament bind – binds recombinant human tau filaments | P10636 | recombinant tau filaments, thioflavin S fluorescence, 15 h; filaments grown with octadecylsulfate alongside compound | Potency, µM (top dose mostly 57.1 µM), for the others: at the highest dose activity change, negative = inhibition | hit rate 2% among 71,000;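 further: potency means the concentration at half of the fitted maximal effect; on the % scale 0 is the no-effect control and ±100 the full control effect; actives lower thioflavin S fluorescence by blocking filaments or displacing dye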
Target sequence (P10636 whole entry, looked up): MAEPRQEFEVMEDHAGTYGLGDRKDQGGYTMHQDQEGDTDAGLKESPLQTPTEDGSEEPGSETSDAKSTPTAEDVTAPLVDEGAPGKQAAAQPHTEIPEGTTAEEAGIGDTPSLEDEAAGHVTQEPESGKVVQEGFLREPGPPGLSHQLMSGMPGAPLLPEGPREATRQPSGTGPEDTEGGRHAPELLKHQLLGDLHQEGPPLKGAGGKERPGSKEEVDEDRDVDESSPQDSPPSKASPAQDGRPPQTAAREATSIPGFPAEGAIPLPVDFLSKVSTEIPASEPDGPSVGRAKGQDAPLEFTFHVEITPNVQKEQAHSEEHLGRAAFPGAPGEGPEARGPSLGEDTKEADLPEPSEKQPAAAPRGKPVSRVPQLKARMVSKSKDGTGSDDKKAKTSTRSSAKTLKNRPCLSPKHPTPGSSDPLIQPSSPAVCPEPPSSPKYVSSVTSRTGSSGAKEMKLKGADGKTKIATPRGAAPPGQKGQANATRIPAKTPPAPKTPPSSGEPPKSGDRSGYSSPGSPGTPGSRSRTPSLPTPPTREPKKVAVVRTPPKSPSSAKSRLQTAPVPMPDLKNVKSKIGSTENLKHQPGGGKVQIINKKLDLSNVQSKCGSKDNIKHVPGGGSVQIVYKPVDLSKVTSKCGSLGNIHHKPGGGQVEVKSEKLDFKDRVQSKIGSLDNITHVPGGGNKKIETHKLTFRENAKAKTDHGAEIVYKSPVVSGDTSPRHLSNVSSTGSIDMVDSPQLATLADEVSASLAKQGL
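Read-out: ThS fluorescence, 450 nm excitation/510 nm emission; lower signal marks blocked filament formation or displaced dye. Tau at 1 uM with 30 uM ODS, 10 uM ThS, 5 mM DTT, 100 mM NaCl, 10 mM HEPES pH 7.4; 15 h, 37 C.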
ERK AVP block – vasopressin-driven ERK pathway inhibition | Potency, µM (titrated, usually from 57.5 µM), for the others: at the top dose activity, negative = inhibition, usual class: inhibitors | hit rate 0.99% among 72,000 | AID 995 | HEK293-V1b, vasopressin-stimulated pERK AlphaScreen; further: potency means the concentration at half of the fitted maximal effect; on the % scale 0 is the no-effect control and ±100 the full control effect; nearly all actives have a fitted effect of over 55% in size
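qHTS, compounds titrated on V1b-expressing HEK293 cells. Preincubation 30 min at 37C, vasopressin 25 nM for 5 min, lysis 10 min, bead incubation 5 hr at room temperature.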
USP2a inh – USP2a (human) protease inhibition. USP2a enzymatic assay, qHTS inhibition. Potency, µM (series often up to 38.3 µM), inactives show at the top dose activity change, negative = inhibition, hits mostly inhibitors. hit rate 0.1% among 60,000. AID 927;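 further: potency means the concentration at half of the fitted maximal effect; nearly all actives have a fitted effect of over 60% in size; plate controls were DMSO for no effect and NEM full inhibition control for full effect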
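Coupled readout: USP2-cleaved Ub-PLA2 (20nM final) turns over NBD C6-HPC (20uM final), Ex 460nm/Em 535nm after 2.5 h, time-zero read flagging artifacts. Enzyme (20nM final, pH 8.0 Tris) given 30 min RT with compound first; NEM defines full inhibition.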
BRCT PPI red – BRCT-phosphoprotein interaction inhibition (red fluorophore) | P38398 | BRCT-phosphopeptide binding, red fluorescence polarization | Potency, µM (top dose mostly 76.9 µM), for the others: top-dose activity change, negative = inhibition, usual class: inhibitors | hit rate 0.03% among 75,000 | AID 892; further: on the % scale 0 is the no-effect control and ±100 the full control effect
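Fluorescence polarization: 100 nM His-tagged BRCA1 BRCT with 100 nM TAMRA-labelled phospho-BACH1 decapeptide, phosphate buffer pH 7.3 with 150 mM NaCl, DTT, 0.01% Tween 20; 12 min RT. Binding inhibition seen as FP decrease.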
A350 fluor – compound fluoresces in the Alexa 350 spectral region. hit rate 11% among 59,000. AID 590. max dye-equivalent concentration, M. Compound autofluorescence, 340/450 nm, Alexa 350 dye-equivalents; hits give high values; in the data active means max dye-equivalent concentration above about 10 nM; inconclusive means mostly about 1.1 nM to 9.6 nM
BRCT PPI green – inhibitors of human BRCA1 BRCT-phosphoprotein interaction (green fluorophore); BRCA1 BRCT-phosphopeptide binding, green fluorescence polarization; AID 875; hit rate 0.05% among 75,000; Potency, µM (series often up to 76.9 µM), without a hit: top-dose activity change, negative = inhibition, most hits filed as inhibitors;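 further: potency means the concentration at half of the fitted maximal effect; plate controls were peptide without protein for full effect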
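Compounds were incubated for 12 min at room temperature with a complex of 100 nM fluorescein-tagged pBACH1 decapeptide and 250 nM His-tagged BRCT protein. Buffer was phosphate pH 7.3 with EDTA, DTT and Tween 20. Disruption of binding lowers the polarization signal.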
Numbers without * were called inactive; i = inactive; ? = inconclusive; / = no result given; [ ] = dose if it differs, or a comment. Unless noted, the call rests on the fitted dose curve; in most records, active means well fitted curve in the direction sought with a large enough effect; inconclusive means small, poorly fitted or top-dose-only effect, or another doubt; inactive means no such curve, though single readings can be large; an effect the other way counts as inactive or inconclusive.

SMILES | CRE-bla Fsk | Casp7 inh | HEK293 cAMP cs | Caspase-1 inhib | FLuc inh | Tau filament bind | ERK AVP block | USP2a inh | BRCT PPI red | A350 fluor | BRCT PPI green
CC(=O)c1c(Nc2ccc3c(c2)OCCO3)oc(C)cc1=O | 4% | -3% | -1% | -10% | ? | -9% | / | / | -0.4% | / | -0.4%
O=S1(=O)CCN2C(Cc3ccc(SC(F)F)cc3)=CSC2=N1 | -4% | 0% | -1% | 3% | 1% | 4% | 12% | 19% | -0.1% | i | 1.6%
CCOC(=O)Cn1c(=O)c2c(nc3n2CCS3)n(C)c1=O | 4% | -1% | -7% | -1% | -1% | -8% | 20% | -5% | -0.4% | ? | -3.9%
CN(CC(=O)NC1CCCCC1)S(=O)(=O)c1cccc2cccnc12 | -10% | -1% | 18% | 3% | 1% | 3% | -23% | / | -1.8% | / | -0.1%
COc1ccccc1NC(=O)CN1CCN(CC(=O)Nc2ccc3c(c2)OCO3)CC1 | ? | -1% | 5% | 2% | -1% | 4% | 8% | 25% | -3.0% | i | -0.8%
Cc1ccc(-c2csc3nnc(SCc4csc(C)n4)n23)cc1 | ? | -1% | 26% | 0% | 0% | 17% | -28% | 3% | -1.1% | i | 3.6%
CC(=O)Nc1nc(C)nc(-c2ccccc2OC(C)=O)n1 | ? | -9% | -6% | -9% | 4% | -5% | -10% | 3% | 0.3% | 1.7e-07M* | -1.9%
N#Cc1c(-c2ccco2)cc(-c2ccccn2)nc1N | -2% | 0% | ? | -3% | 1% | -11% | 3% | -3% | -0.4% | ? | -1.7%
O=C(NCc1cccnc1)c1cccc(F)c1 | 0% | 0% | 6% | 1% | 1% | 1% | 3% | 0% | 0.2% | / | -2.0%
COc1ccc(-c2cc(C(=O)NCc3ccc(Cl)cc3)no2)cc1OC | 1% | 1% | 11% | 2% | 1% | 302% | 2% | -7% | -0.9% | i | 0.5%
COc1ccc(CC(=O)OCc2cc3ccc(C)cc3[nH]c2=O)cc1 | ? | -1% | ? | -3% | 1% | 36% | 2% | 9% | 0.9% | i | -5.7%
O=C1CC(c2cccs2)CC2=C1C(c1ccccc1)n1ncnc1N2 (stereo unspecified) | 3% | -2% | -3% | 1% | 0% | -1% | 3% | -1% | -0.2% | 1.9e-07M* | -2.3%
Cc1cccc(OCC(O)Cn2c(=N)n(CCN3CCCCC3)c3ccccc32)c1 (stereo unspecified) | -11% | 1% | ? | -1% | 3% | 129% | -11% | 20% | 2.3% | i | -1.9%
C=CCSc1nnc(-c2cccnc2)o1 | 3% | -2% | 8% | 1% | -1% | -2% | -10% | / | -1.6% | / | -0.8%
O=C(CCS(=O)(=O)c1ccc(Br)cc1)NCc1cccs1 | 13% | 2% | 4% | -1% | 2% | 2% | 17% | -2% | -1.9% | 1.1e-08M* | -3.7%
OC(COc1ccc2c(c1)CCC2)Cn1cnc2ccccc21 (stereo unspecified) | 2% | -4% | 11% | -2% | -3% | -16% | ? | 23% | -1.8% | i | -1.6%
COc1cc(NC(=O)c2ccccc2)c(OC)cc1NC(C)=O | ? | 1% | 24% | 1% | -3% | -17% | -6% | 0% | 1.0% | i | 1.2%
CCOc1ccccc1NC(=O)c1ccccc1N(C)S(C)(=O)=O | -1% | 0% | 7% | 1% | 1% | 4% | -9% | 4% | 0.6% | i | -3.3%
COc1ccc(C(=O)Cn2nnc(-c3ccccc3NC(=O)C3CC3)n2)cc1 | 6% | -1% | ? | -1% | 2% | 45% | -2% | 229%[activator] | -0.5% | i | 0.8%
Cn1c(=O)[nH]c(=O)c2c1nc(SCC(=O)Nc1ccccc1)n2Cc1ccccc1 | 14% | 2% | -1% | -3% | 2% | 28% | / | / | -2.1% | / | 2.0%
COCCCNC(CC(=O)Nc1ccc(N(C)C)cc1)C(=O)O (stereo unspecified) | 2% | 3% | ? | -2% | -1% | -13% | 2% | -5% | 0.2% | ? | -0.1%
COc1ccc(C(OCCN2CCC[C@@H](C(=O)O)C2)(c2ccc(OC)cc2)c2ccc(OC)cc2)cc1 | -9% | -1% | -3% | -2% | -1% | 13% | 6% | / | 1.9% | / | -2.8%
COCC(=O)N1CCC2(CCCN(c3ccccn3)C2)CC1 | -9% | -2% | 12% | -2% | 1%[11.4 µM] | 5% | -16% | -3% | 0.6% | i | 8.1%
CC1CCc2c(sc3nc(SCC(=O)NCc4ccco4)nc(N)c23)C1 (stereo unspecified) | ? | -2% | 13% | -2% | 13µM* | 26% | -7% | 36%[activator] | -1.8% | 2.8e-08M* | -1.1%
Cc1c(C(=O)OCc2ccccc2)[nH]c2c1C(=O)CC(c1ccco1)C2 (stereo unspecified) | 0.79µM* | -12% | 10% | -2% | -8% | 138% | -7% | / | -2.2% | / | 0.6%

The list continues:
SMILES | CRE-bla Fsk | Casp7 inh | HEK293 cAMP cs | Caspase-1 inhib | FLuc inh | Tau filament bind | ERK AVP block | USP2a inh | BRCT PPI red | A350 fluor | BRCT PPI green
O=C(O)CCCC(=O)Nc1ccc(C(=O)N2CCCCC2)cc1 | -1% | -1% | 1% | 0% | 0% | -1% | -6% | -5% | 0.6% | i | -1.2%
Cc1ccc(OCC(=O)n2nc(C)cc2C)c(Br)c1 | ? | 1% | ? | -1% | -6% | 14%[11.4 µM] | -8% | -1%[7.66 µM] | 0.5% | / | 0.1%
CSc1cnn(-c2ccccc2)c(=O)c1SC | ? | 0% | -2% | -1% | 0% | 5% | -15% | -3% | -1.1% | / | -0.4%
CC(=O)OC(C)=O | 1% | 1% | ? | 2% | / | -3% | -18% | / | 0.1% | / | -0.6%
c1ccc(CN2CC[C@@H](CNc3ncnc4ccccc34)C2)cc1 | -2%[7.6 µM] | 1%[11.5 µM] | 14%[11.4 µM] | 0%[11.5 µM] | 1%[11.4 µM] | -7%[11.4 µM] | -13%[11.5 µM] | / | 0.7%[15.4 µM] | i | 1.0%[15.4 µM]
Cn1c(=O)c2c(nc(SCc3cccnc3)n2Cc2ccccc2)n(C)c1=O | ? | 1% | 14% | -2% | 2% | 9% | ? | 4% | -2.1% | i | 3.6%
CCOC(=O)c1[nH]cnc1C(=O)Nc1ccccn1 | ? | 0% | -4% | 1% | -5% | -2% | -23% | -2% | -1.3% | / | -0.1%
CC(=O)NCCNc1ncnc2ccc(-c3ccccc3C(F)(F)F)cc12 | ? | -3% | ? | 0% | -1%[2.29 µM] | 3% | -6% | 47%[activator] | -2.6% | i | -1.3%
CC(=O)NCCn1c(SCC(=O)c2ccccc2)nc2ccccc2c1=O | ? | 0% | 14% | 1% | 0% | -1% | -15% | 9% | -0.4% | i | 3.2%
O=C(Nc1ccc2nsnc2c1)c1ccc2c(c1)OCO2 | 16% | -2% | -1% | -7% | 3.2µM* | -6% | -14% | 1% | 0.1% | 1.1e-08M* | 1.4%
CCCNC(=O)c1ccccc1C(=O)NCCC | -3% | -1% | -2% | -5% | 0% | 13% | -7% | -5% | -1.2% | / | 0.0%
O=c1c2oc3ccccc3c2ncn1Cc1ccccc1Cl | ? | 0% | 21% | 1% | -2% | 15% | 27% | -4% | -1.9% | ? | 0.6%
COc1cc(N2C(=O)c3ccccc3C2=O)c(Cl)cc1C(=O)OCC(=O)NCc1ccco1 | 0% | -2% | 0% | -2% | 1% | -5% | -5% | 34%[activator] | 1.3% | i | 0.5%
Cc1nnc2n1N=CC=C(C(C)(C)C)S2 | ? | 0% | 4% | -1% | 1% | -7% | -6% | -6% | -0.2% | i | -0.7%
CCCCC(=O)NCCc1cc2ccc(OC)cc2[nH]c1=O | -3% | 2% | 1% | -1% | -2% | 10% | 2% | 16% | 0.3% | ? | -0.3%
COc1cc(/C=N/NC(=O)c2cc(-c3ccccc3)n[nH]2)ccc1O | / | 2% | 5% | -4% | / | / | / | / | 1.8% | / | 1.3%
Nc1nnnn1/N=C/c1ccccc1C(F)(F)F | 2% | -2% | 13% | 2% | 1% | 2% | 9% | -3% | 2.4% | ? | -1.0%
Cc1ccc(S(=O)(=O)NC(=O)Nc2ccc(Cl)cn2)cc1 | 2% | -6% | -1% | -4% | 0% | -4% | 17% | -7% | -0.8% | 1.4e-08M* | -2.6%
CN(CC(=O)N1CCN(c2ccccn2)CC1)S(=O)(=O)c1ccc(Br)cc1 | -17% | 0% | 6% | 1% | 3% | -3% | -19% | 5% | -0.2% | i | -0.4%
Cc1ccc(C)n1/N=C1/NC(=O)CS1 | 23% | -10% | 12% | 1% | -2% | -28% | ? | 30% | -1.7% | i | 0.2%
COc1cc2c3cc1Oc1cc(ccc1O)C[C@@H]1c4c(cc(OC)c(O)c4Oc4ccc(cc4)C[C@H]3[N+](C)(C)CC2)CC[N+]1(C)C | -16%[7.6 µM] | -2%[11.5 µM] | ? | 3%[11.5 µM] | 3%[11.4 µM] | -3%[11.4 µM] | -6%[11.5 µM] | / | 0.4%[15.4 µM] | ? | -1.7%[15.4 µM]
